# Efflux pump inh: inhibitors of Candida efflux pumps in yeast, primary screen, S. cerevisiae, Nile Red, multiplex | inhibition, % at 10 µM | S. cerevisiae Candida pump triplex | actives 0.44% (n = 330,000);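 active = plate passing quality check with inhibition over a set limit, or well fluorescence over plate mean plus 4 SD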;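 also: Nile Red retained in pooled yeast measured as flow cytometry median fluorescence; 0% = buffer negative control and 100% = Enniatin B positive control; higher means more Nile Red kept so more efflux inhibition; some compounds called inactive have numbers as strong as hits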
# BCLXL inh: inhibitors of human Bcl-xL, primary screen, biochemical, fluorescence polarization, HTS. Bcl-2-like protein 1 (Homo sapiens), Q07817. actives 0.7% (n = 320,000). GST-Bcl-xL / FITC-Bim BH3 peptide fluorescence polarization. AID 2129, 2009. inhibition, % at 10.9 µM;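 active = inhibition above the mean of all tested compounds plus 3 SD, cutoff set per campaign, cut at about 30% in these data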;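 also: 0% = DMSO wells and 100% = unlabeled Bim-BH3 peptide competitor; inhibitors lower millipolarization by displacing the labeled peptide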
# Target sequence (Q07817 whole entry, looked up): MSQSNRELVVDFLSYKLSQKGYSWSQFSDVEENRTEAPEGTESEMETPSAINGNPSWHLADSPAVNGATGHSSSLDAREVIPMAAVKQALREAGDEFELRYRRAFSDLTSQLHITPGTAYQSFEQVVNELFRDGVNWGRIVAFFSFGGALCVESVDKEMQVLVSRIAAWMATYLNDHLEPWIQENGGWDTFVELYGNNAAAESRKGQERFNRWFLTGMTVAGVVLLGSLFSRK
# Fam108B counter: mouse Fam108B serine hydrolase inhibitors, primary screen, counter-screen for RBBP9 inhibitor project, biochemical, fluorescence polarization | recombinant Fam108B, FP-Rh probe fluorescence polarization | AID 1947, 2009 | actives 0.33% (n = 300,000) | inhibition, % at 9.51 µM;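 active = inhibition above the screen mean inhibition plus 3 SD, computed separately per campaign, cut at about 18% in these data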;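 also: inhibitors lower polarization as less probe binds the enzyme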
# ZTA counter: ZTA (EBV) inhibition in EBNA-1 counter-screen. actives 0.15% (n = 320,000). ZTA-DNA binding, fluorescence polarization. AID 2234. P03206. inhibition, % at 11 µM; in the data active = inhibition above about 33%
# Target sequence (P03206 whole entry, looked up): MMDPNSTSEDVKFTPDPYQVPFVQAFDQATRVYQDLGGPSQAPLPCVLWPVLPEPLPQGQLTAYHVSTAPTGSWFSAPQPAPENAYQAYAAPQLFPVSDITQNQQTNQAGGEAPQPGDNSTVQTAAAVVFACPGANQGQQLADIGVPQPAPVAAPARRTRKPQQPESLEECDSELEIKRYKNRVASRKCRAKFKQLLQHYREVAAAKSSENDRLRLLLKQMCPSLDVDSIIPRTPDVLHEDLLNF
# EBNA-1 inh: EBNA-1 DNA-binding inhibitors, primary screen, biochemical, fluorescence polarization; inhibition, % at 14.8 µM; AID 1950, 2009; actives 0.34% (n = 300,000); in the data active = inhibition above about 28%
# MCL1 BIM primary: inhibitors of MCL1 binding to BIM-BH3, primary screen, biochemical, fluorescence polarization | GST-MCL1 / FITC-Bim-BH3 fluorescence polarization | Induced myeloid leukemia cell differentiation protein Mcl-1 (Homo sapiens), Q07820 | inhibition, % at 10.9 µM | actives 0.68% (n = 320,000);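 active = inhibition above the mean inhibition of all tested compounds plus 3 SD, set per campaign, cut at about 40% in these data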;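 also: 0% = DMSO wells and 100% = unlabeled Bim-BH3 peptide control; higher means more loss of mP so more displacement of Bim peptide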
# GLD-1 RNA inh: GLD-1/TGE RNA complex disruptors, primary screen, biochemical, fluorescence polarization | Female germline-specific tumor suppressor gld-1 (Caenorhabditis elegans), Q17339 | purified GLD-1 + fluorescein TGE RNA | inhibition, % at 5.96 µM | actives 0.44% (n = 320,000);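 active = percent inhibition above a per-plate cutoff, the plate mean of test compounds plus 3 SD, cut at about 30% in these data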;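 also: 0% = DMSO wells with GLD-1 and probe and 100% = wells lacking GLD-1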
# Target sequence (Q17339 whole entry, looked up): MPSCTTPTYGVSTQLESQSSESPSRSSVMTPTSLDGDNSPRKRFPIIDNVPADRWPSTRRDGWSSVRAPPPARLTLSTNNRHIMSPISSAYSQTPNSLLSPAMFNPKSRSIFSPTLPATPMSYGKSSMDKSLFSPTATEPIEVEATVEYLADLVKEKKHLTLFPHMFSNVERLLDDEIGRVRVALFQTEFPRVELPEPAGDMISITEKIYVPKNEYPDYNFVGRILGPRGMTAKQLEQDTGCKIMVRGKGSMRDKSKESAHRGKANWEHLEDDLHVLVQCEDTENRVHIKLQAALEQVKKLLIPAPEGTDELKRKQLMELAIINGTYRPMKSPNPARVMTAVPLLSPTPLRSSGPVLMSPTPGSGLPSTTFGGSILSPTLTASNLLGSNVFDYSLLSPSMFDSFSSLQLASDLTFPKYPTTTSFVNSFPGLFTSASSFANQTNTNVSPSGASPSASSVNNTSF
# Yeast superoxide: reduction of superoxide in aged yeast, primary screen, HTS. S. cerevisiae aged cells, superoxide DHE fluorescence; stronger effect = lower value. superoxide response (% of plate mean), % at 10 µM. actives 0.18% (n = 330,000). AID 2690, 2010;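 active = superoxide response under a set limit, about three screen SD below normal, cut at about 65% in these data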;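 also: yeast aged for seven days with compound at 30 °C before DHE staining; 100% = average MFI of all compound-treated wells on the plate with controls excluded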
# MEX-5 binding: MEX-5 zinc finger RNA-binding disruptors – biochemical, C. elegans, fluorescence polarization, MLPCN library, primary screen; MEX-5/FITC-TCR2 RNA binding; stronger effect = lower value; activity score (negative = inhibition of binding), % at 10 µM; actives 0.38% (n = 300,000); AID 1832, 2009;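 active = inhibition past about -25% in most replicates, and total fluorescence under double the plate's negative control median, limit read from the data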;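 also: 0% = DMSO and -100% = 5 µM competing unlabeled TCR2 RNA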
# * = called active by the depositor; . = no result given.
SMILES,Efflux pump inh,BCLXL inh,Fam108B counter,ZTA counter,EBNA-1 inh,MCL1 BIM primary,GLD-1 RNA inh,Yeast superoxide,MEX-5 binding
CC(C)c1ccc(NC(=O)C2CCCCN2S(=O)(=O)c2ccccc2)cc1 (centres undefined),0.2,3,.,-19,.,3,2,92,.
Cc1cc(C(=O)N/N=C(\CCC(=O)O)c2cccs2)c2ccccc2n1,-0.1,-1,1,12,3,-3,3,97,-0.7
COc1cc(Cl)c(C)cc1NC(=O)COC(=O)c1cc(SC)ccc1Cl,0.0,6,-11,4,-2,4,2,103,-0.7
Cc1cc(=O)n2[nH]c(-c3ccc(Cl)cc3)cc2n1,-0.2,2,-4,1,-7,6,5,104,-2.2
COc1ccc(NC(=S)Nc2cccnc2)c(OC)c1,0.0,11,2,8,-1,12,9,80,-1.4
CN(C)S(=O)(=O)c1ccc2c(c1)/C(=C/c1cc3c([nH]1)CCCC3)C(=O)N2,0.0,-19,-88,7,12,-53,-130,107,.
Cc1ncc([N+](=O)[O-])n1CCN1C(=O)c2ccccc2C1=O,-0.1,-2,-3,-12,6,-5,-6,100,1.3
CN(CCO)c1cc(N(C)CCO)c([N+](=O)[O-])cc1[N+](=O)[O-],-0.4,2,-6,-17,-3,-5,1,103,0.1
Cc1[nH]c2ccc(C(=O)N3CCN(C)CC3)cc2c1C,-0.1,4,2,-8,8,6,-4,79,-3.0
NC(=O)[C@H]1CC2(CC(c3cccc(NC(=O)CC(c4ccccc4)c4ccccc4)c3)=NO2)CN1C(=O)c1ccccc1C(=O)c1ccccc1 (some centres undefined),0.1,8,-36,1,-13,-1,-6,107,4.0
CS(=O)(=O)Nc1ccc(C(=O)Nc2cccc([N+](=O)[O-])c2)cc1,0.0,-2,-2,-4,-4,2,1,105,-3.6
OCC1(Cc2cccc(Cl)c2)CCCN(Cc2sc(N3CCCC3)nc2Cl)C1 (centres undefined),0.3,7,0,8,-9,4,0,91,3.8
COc1ccc(-c2cc(C(F)(F)F)n3ncc(C(=O)N4CCCCC4c4cccnc4)c3n2)cc1 (centres undefined),0.2,0,1,8,3,-1,5,113,4.1
CC(=O)Nc1cccc(OCC(=O)NS(=O)(=O)c2ccc(Cl)cc2)c1,0.0,2,-1,-9,-4,9,5,101,-1.8
Cc1ccc(S(=O)(=O)NCC2CCCO2)cc1 (centres undefined),0.0,5,-1,10,0,10,4,102,0.7
COc1ccc(C(=O)CN2CCN(c3ccc(Cl)cc3)CC2)cc1OC,-0.3,2,2,13,17,-2,-2,83,-0.6
Cc1ccc(NC2(C#N)C(=O)Nc3ccccc32)cc1 (centres undefined),0.1,-3,-3,4,-6,-5,-6,101,-1.7
Cc1ccc(S(=O)(=O)NCc2ccco2)cc1C(N)=O,-0.1,7,0,13,12,-3,-2,97,-3.3
O=C(Cn1c(/C=C/c2ccccc2)nc2ccccc21)Nc1ccc(F)cc1,-0.2,6,-1,-10,0,3,5,106,0.0
CC(C)C(=O)Nc1nc2ccc(S(C)(=O)=O)cc2s1,0.0,-6,0,-4,5,2,-9,101,-0.1
CCc1cccc(OCCCCNCCO)c1,0.0,4,1,4,-4,-4,3,101,0.5
O=C(COC(=O)C1CCC1)Nc1cc(S(=O)(=O)N2CCCCC2)ccc1Cl,0.2,-5,1,-9,-6,-4,3,97,2.5
N#CCSc1nnc(COc2ccc3ccccc3c2)o1,-0.2,3,-1,-1,9,4,6,88,2.0
O=C(OCC(=O)N1CCCC1=O)c1cc(S(=O)(=O)N2CCOCC2)ccc1F,0.1,-4,1,-6,-12,0,2,100,-0.3
C[n+]1cccc2c(Br)ccc([O-])c21,0.0,11,2,6,4,9,3,95,-7.1
C/C(=N\S(=O)(=O)c1ccc(C)cc1)N1CCN(S(=O)(=O)c2ccccc2)C1,-0.1,7,-3,-5,0,10,3,103,-1.8
COc1ccc(C(=O)N2CCCC(CNC(=O)c3ccc(F)cc3)C2)cc1OC (centres undefined),0.3,2,3,-8,-14,4,3,97,-3.8
CSc1nc(-c2ccc(C)cc2)nc(N)c1C#N,0.1,-4,-3,-2,-11,-2,0,104,0.3
CNC(=O)CN1C(=O)CSc2nc(C)cc(C)c21,-0.2,2,1,-3,5,3,2,100,1.7
COc1cccc(-c2nc(CS(=O)(=O)CC(=O)NC3CCCCC3C)c(C)o2)c1 (centres undefined),-0.1,1,4,-11,-14,7,-2,96,0.1
NNC(=O)c1csc(-c2ccc(C(F)(F)F)cc2Cl)n1,0.0,0,-6,-8,-14,4,4,104,1.0
CCc1ccc(-n2c(SCc3c(C)noc3C)nnc2-c2ccncc2)cc1,0.1,-5,-2,-8,1,-8,-3,102,.
O=C(NCc1ccccc1Cl)C1CC(=O)N(Cc2ccccc2)C1 (centres undefined),0.1,0,-6,4,0,-1,3,91,2.8
O=c1[nH]ncc(N/N=C\c2ccncc2)c1Cl,0.3,-6,4,-17,-3,4,5,98,-2.6
c1ccc(CCC2CCCCN2Cc2cn[nH]c2-c2cc3ccccc3o2)nc1 (centres undefined),0.2,0,-2,2,-4,7,-6,86,1.4
COC(=O)c1ccc(Oc2nc(NC(C)C)nc(SC)n2)cc1,0.1,6,1,-7,1,3,-4,110,4.4
CC1(C)Cc2c(cnn2-c2ccc(F)cc2)C(NC(=O)C2=NNC(=O)CC2)C1 (centres undefined),0.2,2,3,-10,-13,4,-2,81,1.6
COc1ccc(CNc2nc3nc(C)c(Cl)c(=O)n3[nH]2)cc1,-0.1,4,-1,-7,1,-2,1,100,3.7
CCCc1cc(=O)[nH]c(SCC(=O)Nc2ccc(Br)cc2)n1,0.0,5,2,-3,7,3,2,91,4.9
O=C(CSc1nnc2scc(-c3ccc(Cl)cc3)n12)NCc1ccc2c(c1)OCO2,0.0,-3,0,-26,4,-7,-1,79,-3.8
COc1ccc(-c2nnc3ccc(SCC(=O)NCc4ccco4)nn23)cc1,-0.2,6,2,2,10,12,7,101,-1.0
Oc1c(Cl)cc(Cl)cc1/C=N/c1ncn[nH]1,0.0,5,-9,-1,1,4,5,111,-4.6
O=C(c1c(F)cccc1F)N1CCN(c2cccc(C(F)(F)F)c2)CC1,0.2,-7,4,-6,-10,-8,-3,139,0.3
CCCOc1c(Br)cc(C2C3=C(CCCC3=O)N(CC)C3=C2C(=O)CCC3)cc1OC,0.0,-10,3,0,2,-16,-3,104,1.2
COc1ccc(CC2(CO)CCN(Cc3ccc4c(c3)CCO4)CC2)cc1,0.1,-3,-9,0,-12,0,-8,90,1.4
Cn1c(=O)c2c(nc(SCCN3CCOCC3)n2Cc2ccccc2Cl)n(C)c1=O,-0.1,0,-3,1,-1,5,1,113,2.5
COCCN(Cc1cc2cc3c(cc2nc1Cl)OCO3)C(C)=O,0.1,2,0,-3,-3,9,8,91,1.0
COc1ccc(CC(=O)Nc2c3c(nn2-c2cccc(C)c2C)CS(=O)C3)cc1OC (centres undefined),0.0,2,-4,-2,5,-2,-2,90,0.5
CC(C)c1ccc(NC(=O)C2C3C=CC4(CN(Cc5cccnc5)C(=O)C24)O3)cc1 (centres undefined),0.0,-2,-2,-10,-1,1,5,95,0.1
COc1ccc(C(=O)Cn2cc[n+](C)c2)cc1,0.0,5,2,-6,-3,2,7,103,1.2
CC1=NN(Cc2ccccc2)C(=O)C1C(c1ccc(Cl)cc1)C(C#N)C#N (centres undefined),0.0,4,8,18,3,-1,3,102,-1.7
O=C(Nc1ncccn1)C1=C(O)c2ccccc2S(=O)(=O)N1Cc1ccccc1,0.1,5,-6,1,-1,2,0,95,-0.1
Cc1ccccc1CNC(=O)CN(c1ccccc1Cl)S(C)(=O)=O,-0.2,1,1,-22,3,1,6,101,-1.2
NC(=O)N/N=C/c1cccc(C(F)(F)F)c1,-0.2,4,4,-36,-2,4,0,79,0.9
O=C(c1cccnc1)C1CCCN(Cc2nc(Cc3ccccc3F)no2)C1 (centres undefined),0.1,5,-3,1,-1,2,0,97,1.6
COc1ccc(C(=O)Nc2c(N)nc[nH]c2=O)cc1,0.0,4,-2,-3,3,-1,9,107,-4.2
Cc1cc(C)nc(NC(=O)c2ccc(C)c(C)c2)n1,-0.1,3,-1,-10,3,8,-6,97,0.9

# Among those listed so far, these have fluorine:
SMILES,Efflux pump inh,BCLXL inh,Fam108B counter,ZTA counter,EBNA-1 inh,MCL1 BIM primary,GLD-1 RNA inh,Yeast superoxide,MEX-5 binding
COc1ccc(-c2cc(C(F)(F)F)n3ncc(C(=O)N4CCCCC4c4cccnc4)c3n2)cc1 (centres undefined),0.2,0,1,8,3,-1,5,113,4.1
O=C(Cn1c(/C=C/c2ccccc2)nc2ccccc21)Nc1ccc(F)cc1,-0.2,6,-1,-10,0,3,5,106,0.0
O=C(OCC(=O)N1CCCC1=O)c1cc(S(=O)(=O)N2CCOCC2)ccc1F,0.1,-4,1,-6,-12,0,2,100,-0.3
COc1ccc(C(=O)N2CCCC(CNC(=O)c3ccc(F)cc3)C2)cc1OC (centres undefined),0.3,2,3,-8,-14,4,3,97,-3.8
NNC(=O)c1csc(-c2ccc(C(F)(F)F)cc2Cl)n1,0.0,0,-6,-8,-14,4,4,104,1.0
CC1(C)Cc2c(cnn2-c2ccc(F)cc2)C(NC(=O)C2=NNC(=O)CC2)C1 (centres undefined),0.2,2,3,-10,-13,4,-2,81,1.6
O=C(c1c(F)cccc1F)N1CCN(c2cccc(C(F)(F)F)c2)CC1,0.2,-7,4,-6,-10,-8,-3,139,0.3
NC(=O)N/N=C/c1cccc(C(F)(F)F)c1,-0.2,4,4,-36,-2,4,0,79,0.9
O=C(c1cccnc1)C1CCCN(Cc2nc(Cc3ccccc3F)no2)C1 (centres undefined),0.1,5,-3,1,-1,2,0,97,1.6

# Bioassay records: PubChem, several laboratories
